SENP1 inh: inhibitors of human SENP1 SUMO protease catalytic domain; Q9P0U3; recombinant SENP1 catalytic domain, CyPet-SUMO1-YPet FRET cleavage; 360,000 compounds, 0.21% hits; inhibition, % at 10 µM;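 active = inhibition at least 30% at 10 µM, raw YFP signal under a set limit, fluorescence ratio 0.5 to 1.5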;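 note: 0% = enzyme with DMSO and 100% = no enzyme wells; some results filed as inactive read as strong as hits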
Target sequence (Q9P0U3 419-644 limits assumed): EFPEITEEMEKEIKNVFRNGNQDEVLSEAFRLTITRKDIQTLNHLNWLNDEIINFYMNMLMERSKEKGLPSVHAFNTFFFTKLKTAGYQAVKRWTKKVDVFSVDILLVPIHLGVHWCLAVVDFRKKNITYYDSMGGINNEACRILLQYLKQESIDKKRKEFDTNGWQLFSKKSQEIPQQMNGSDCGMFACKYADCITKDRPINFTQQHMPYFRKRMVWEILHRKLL
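Test system: recombinant human SENP1 catalytic domain, His6-tagged / Medium: pH 8 Tris buffer with EDTA, NaCl, BME, BSA, NP40, catalase / Also added: SUMO1 FRET substrate flanked by Cypet and Ypet, 25 nM / Times: 50 min reaction at room temperature / Signal: FRET, CFP and YFP emission / Control set: no-enzyme low control and enzyme-plus-DMSO high control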
HKDC1 inhibitor: inhibitors of human hexokinase HKDC1. Q2TB90. recombinant HKDC1, G6PDH/diaphorase resazurin coupled fluorescence. inhibition, % at 20 µM. 340,000 compounds, 0.16% hits. AID 493160;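 active = inhibition above about 35% when tested at 20 µM, limit read from the data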;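 note: plate controls were DMSO wells with enzyme for no effect and DMSO wells lacking enzyme for full effect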
Target sequence (Q2TB90 whole entry, looked up): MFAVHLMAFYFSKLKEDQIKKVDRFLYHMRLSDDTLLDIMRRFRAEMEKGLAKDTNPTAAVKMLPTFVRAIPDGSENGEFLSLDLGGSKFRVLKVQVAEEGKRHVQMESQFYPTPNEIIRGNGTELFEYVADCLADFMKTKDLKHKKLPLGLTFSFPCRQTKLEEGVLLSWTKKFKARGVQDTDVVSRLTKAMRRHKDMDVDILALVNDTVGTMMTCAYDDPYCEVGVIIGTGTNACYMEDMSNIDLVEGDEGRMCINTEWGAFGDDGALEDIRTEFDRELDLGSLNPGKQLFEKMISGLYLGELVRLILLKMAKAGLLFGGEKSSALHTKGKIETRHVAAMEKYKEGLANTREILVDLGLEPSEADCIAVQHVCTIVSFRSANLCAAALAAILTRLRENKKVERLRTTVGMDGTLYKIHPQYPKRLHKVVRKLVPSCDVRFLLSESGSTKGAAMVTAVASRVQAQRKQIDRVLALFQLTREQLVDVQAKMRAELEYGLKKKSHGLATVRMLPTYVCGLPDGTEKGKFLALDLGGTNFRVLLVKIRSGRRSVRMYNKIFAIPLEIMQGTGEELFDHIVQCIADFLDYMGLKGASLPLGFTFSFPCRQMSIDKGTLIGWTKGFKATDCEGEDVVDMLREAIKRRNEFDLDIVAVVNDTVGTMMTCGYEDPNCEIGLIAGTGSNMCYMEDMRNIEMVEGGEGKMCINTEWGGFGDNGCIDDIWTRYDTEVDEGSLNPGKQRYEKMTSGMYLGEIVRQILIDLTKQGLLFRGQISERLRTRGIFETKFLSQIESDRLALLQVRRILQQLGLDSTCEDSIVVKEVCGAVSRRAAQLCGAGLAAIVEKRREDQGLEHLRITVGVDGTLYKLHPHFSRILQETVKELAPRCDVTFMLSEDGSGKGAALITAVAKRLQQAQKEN
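Incubation: 90 min at room temperature in dark / Material: recombinant HKDC1 (HK5) hexokinase enzyme, produced in-house / Quantity: enzyme 5 µg/mL final / Compound: one dose of 20 µM, 1% DMSO / Reagent: glucose and ATP substrates / Buffer or medium: Tris pH 8.0 buffer with MgCl2, Tween-20, BSA, BME / Technique: resorufin fluorescence at 613 nm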
SENP7 inh: inhibitors of human SENP7 protease. Q9BQF6. recombinant SENP7, Z-RLRGG-aminoluciferin luminescence, 40 min. inhibition, % at 5 µM. 330,000 compounds, 1.5% hits;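 active = inhibition above about 50% at the single test dose, limit read from the data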;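 note: plate controls were DMSO with enzyme for no effect and no enzyme buffer wells for full effect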
PfGluPho inh: PfG6PD (Plasmodium falciparum) enzyme inhibition | PfGluPho enzyme, NADPH resazurin-diaphorase fluorescence | inhibition, % at 20 µM | 350,000 compounds, 0.78% hits;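 active = inhibition reaching at least a set limit at 20 µM in the primary screen, cut at about 59% in these data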;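 note: 0% = DMSO wells with substrate and 100% = DMSO wells lacking glucose-6-phosphate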
SENP8 block-1: inhibitors of human SENP8 protease; Q96LD8; purified SENP8, Z-RLRGG-aminoluciferin cleavage, luminescence; inhibition, % at 10 µM; 330,000 compounds, 1.2% hits; AID 2540; in the data active = inhibition above about 50%
SENP6 block: blocks the human protease SENP6; Q9GZR1; Recombinant SENP6 catalytic domain, aminoluciferin luminescence; inhibition, % at 10 µM; 330,000 compounds, 1.8% hits;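 active = inhibition above about 50% at the single tested dose, limit read from the data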;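 note: plate controls were DMSO wells with enzyme for no effect and DMSO wells lacking enzyme for full effect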
SENP8 block-2: SENP8 (human) protease inhibition; Q96LD8; inhibition, % at 20 µM; recombinant SENP8, Nedd8 substrate fluorescence; AID 602440; 360,000 compounds, 0.64% hits; in the data active = inhibition mostly above about 40%, no sharp cut-off; inactive = mostly below about 27%
Apaf1 inhib: inhibitors of human Apaf-1 apoptosome. O14727. reconstituted apoptosome caspase-3 activity, DEVD-Rh110 fluorescence. inhibition, % at 20 µM. 330,000 compounds, 0.71% hits; active = inhibition of at least 40% at 20 µM;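 note: plate controls were DMSO wells for no effect and DEVD-CHO caspase inhibitor wells for full effect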
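Medium: Hepes buffer, pH 7.5 / System: biochemical Apaf-1 apoptosome reconstitution / Measured by: Rh110 fluorescence, excitation 480 nm, emission 540 nm / Times: compound with Apaf-1, dATP, procaspase-3 30 min, then 50 min reaction, room temperature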
Active calls of the source: *; x = not tested or not shown.

SMILES	SENP1 inh	HKDC1 inhibitor	SENP7 inh	PfGluPho inh	SENP8 block-1	SENP6 block	SENP8 block-2	Apaf1 inhib
O=C(c1cccc(N2CCNC2=O)c1)N1CCCC(Nc2cccc(F)c2)C1 (stereo not drawn)	1	3	5	-7	3	4	-1	13
NC(=O)c1ncn([C@@H]2O[C@H](CNS(=O)(=O)c3cc4ccccc4s3)[C@@H](O)[C@H]2O)n1	1	-6	x	1	x	x	12	x
CN1CCN(c2nc(-c3ccccc3O)nc3ccccc23)CC1	1	4	-1	2	2	9	13	10
O=C(c1ccco1)N1CCN(c2nc3ccccc3c(=O)n2-c2ccccc2)CC1	1	2	-5	2	-8	-3	-58	0
COc1ccccc1[C@@H]1C(c2ccccc2)=NN(c2ccccc2)[C@H]1C(=O)N1CCOC1=O	-73	6	3	11	x	x	-387	14
O=C(CNc1cccc(S(=O)(=O)N2CCOCC2)c1)Nc1ccccc1F	-1	5	-9	-11	-10	-13	-11	-21
COc1ccc(/C=C2\Oc3cc(OCC(=O)N4CCC(C(=O)O)CC4)ccc3C2=O)c(OC)c1OC	-88	-4	-4	11	-3	-2	-156	-6
COc1ccc(CCC(=O)Nc2cccc(Cl)c2)cc1	1	-1	3	27	-7	4	6	11
Cc1nc(SCC(=O)NC(=O)NCc2ccccc2)nc(C)c1C	0	-5	1	-14	3	-25	27	-12
O=C(CSc1ccccn1)Nc1ccc2ccccc2c1	x	x	-3	x	-8	3	x	21
COc1ccc(C(CNS(=O)(=O)c2ccc(C)cc2)N2CCN(C)CC2)cc1 (stereo not drawn)	2	0	10	-10	1	0	14	5
CCOC(=O)CNC(=S)N(Cc1ccccc1)Cc1ccccc1F	0	-4	-8	-4	-8	-19	0	11
Nc1c(C(=O)CCC(=O)O)oc2ccc(Cl)cc12	0	-8	-7	-16	-1	-19	-473	-3
CCOC(=O)/C(C#N)=C/c1cn(CCC(=O)O)nc1-c1ccc(Cl)cc1	2	-6	12	-22	2	13	-6	8
Cc1csc2c(=O)n3c(nc12)CCCCC3	3	-10	-3	10	6	3	14	-13
COc1cc(C(=O)NNC(=O)CN2C(=O)NC(C)(c3ccc(C)cc3)C2=O)cc(OC)c1OC (stereo not drawn)	2	-5	0	8	2	3	1	-15
COc1cccc(NC(=O)CCc2nc(-c3cccs3)no2)c1	1	-4	1	-4	-9	-13	17	-2
CC(C)CCNC(=S)Nc1ccc(Br)cc1	1	-2	0	11	-4	-9	9	-7
COc1ccc(C2c3sc(=O)[nH]c3SC3C(=O)N(c4ccccc4)C(=O)C32)cc1 (stereo not drawn)	1	3	1	-10	-8	0	6	-178
COc1cccc(N2CCN(c3nc(-c4ccccc4C)cc(=O)[nH]3)CC2)c1	2	3	2	-13	2	5	10	25
CCc1nc2oc3ccccc3c(=O)c2cc1C(=O)OC	-3	1	x	-3	x	x	-8	x
COCC(C)NS(=O)(=O)c1ccc(C)cc1 (stereo not drawn)	1	4	-10	11	-4	-16	11	12
Cc1ccc(C(=O)NCC(=O)OCC(=O)NC2CCS(=O)(=O)C2)cc1C (stereo not drawn)	1	4	16	-7	-2	-8	2	0
Cc1ccc(NC(=O)Cn2cc(S(=O)(=O)c3ccc(C)cc3)c(=O)c3cc(F)ccc32)cc1	-1	-10	7	5	-1	-13	-8	-2
O=C(N/N=C/c1ccccn1)c1ccco1	-1	1	-5	-5	-4	-13	28	-1

The list continues:
SMILES	SENP1 inh	HKDC1 inhibitor	SENP7 inh	PfGluPho inh	SENP8 block-1	SENP6 block	SENP8 block-2	Apaf1 inhib
COc1ccc(NC(=O)CSc2ccc3c4c(cccc24)C(=O)c2ccccc2-3)cc1	-23	2	1	-6	-19	1	12	9
Cc1ccc(S(=O)(=O)NCC23C=CC(O2)C2C(=O)N(c4ccccc4)C(=O)C23)cc1 (stereo not drawn)	3	-7	-2	-3	3	6	12	-12
Cc1ccc(C(=O)NCCCNc2ccc(C(F)(F)F)cc2[N+](=O)[O-])cc1	4	-4	5	-4	1	12	16	6
CC(=O)c1c(C)[nH]c(C(=O)OCC(=O)N2CCc3ccccc32)c1C	-1	-3	-16	-10	2	-10	26	-4
CNC(=O)CS(=O)(=O)CC(=O)Nc1cc(OC(C)C)c(Cl)cc1Cl	0	1	8	-11	1	-9	9	11
Cc1ccc2c(c1)N(CCC(=O)NCC1COc3ccccc3O1)C(=O)CO2 (stereo not drawn)	1	-4	-3	-5	-5	4	21	6
O=C(Nc1ccc(Cl)cc1C(=O)Nc1ccncc1)c1ccco1	-2	-3	-10	-5	-6	-13	-244	12
COc1cccc(NC(=O)c2ccnc(N3CCC(C(=O)NCc4cc(OC)ccc4OC)CC3)c2)c1	-6	0	-7	4	-3	5	-408	10
COc1ccc(CN(C)C(=O)C23CC4CC(CC(C4)C2)C3)c(OC)c1	0	-1	11	-40	3	0	13	15
Clc1ccc(-c2cc(-c3ccccc3)on2)cc1	1	-7	58*	-16	-4	11	10	3
C1CCC2(CC1)OCC1(CO2)COC2(CCCCC2)OC1	2	0	0	-14	-7	1	6	-3
Cc1cccc(C)c1NC(=O)CN(C)C(=O)CSC(=S)N1CCCC1	0	0	-12	-6	-2	-13	8	2
Cc1ccc(CN(C(=O)c2ccccc2[N+](=O)[O-])C2CCS(=O)(=O)C2)o1 (stereo not drawn)	0	-7	10	4	-7	-10	10	-6
O=C(C[n+]1ccc2ccccc2c1)c1ccc(NC(=O)c2ccccc2)cc1	-1	-11	3	10	7	13	15	1
CC1CCCC(C)N1C(=O)COC(=O)c1ccc2ccccc2n1 (stereo not drawn)	1	-4	-3	-4	-4	-11	-1	-4
Cc1cc(C)cc(NC(=O)C2CCCN2C(=O)NC2CCCCC2)c1 (stereo not drawn)	0	-10	8	-8	6	-12	10	4
CC(=O)c1ccc(OCc2cc(C(=O)N3CCC[C@H]3CO)no2)cc1	-1	-7	5	-2	3	1	-2	0
CC(C)N1CCN(c2ccc(S(=O)(=O)N3CCOCC3)cn2)CC1	-3	-3	-8	11	11	-5	-8	-13
CCCC(=O)Nc1nnc(SCC)s1	-1	7	5	-16	-8	-30	12	0
CCOc1nc(C)cc(C)c1S(=O)(=O)c1cccc(C)c1	x	x	10	x	1	6	x	15
Cc1[nH]c2c(C)cccc2c1CN1CCC(CO)(Cc2ccccc2)CC1	-2	-8	5	-1	6	9	1	-2
CC(=O)c1ccc(N2C(=O)CC(N3CCN(S(=O)(=O)c4ccc(C)c(C)c4)CC3)C2=O)cc1 (stereo not drawn)	2	-6	10	0	-5	-9	19	3
CCOC(=O)CC(=O)N/N=C/c1c(N)n(C)c(=O)n(C)c1=O	2	-7	1	-4	2	29	12	-7
COc1ccc(COC(=O)Nc2cn(C)nc2C(F)(F)F)cc1	0	-4	8	-10	-9	-25	11	-8
Cc1ccc(CSCCNC(=O)CN(c2ccccc2)S(C)(=O)=O)cc1	2	-6	0	6	-11	2	5	13

Remaining list, next part
SMILES	SENP1 inh	HKDC1 inhibitor	SENP7 inh	PfGluPho inh	SENP8 block-1	SENP6 block	SENP8 block-2	Apaf1 inhib
Cc1ccc(-n2cc(S(=O)(=O)c3ccc(C)cc3)[nH]c2=O)cc1	1	7	1	-17	4	17	9	0
CCOCCCNC(=O)C1CCN(S(=O)(=O)c2ccc3nc4c(c(C(=O)O)c3c2)CCCCC4)CC1	1	-3	1	-6	10	3	-7	0
Cc1ccc(-c2cc(C(=O)N3CCc4ccccc4C3)no2)cc1	-3	5	-2	-6	-7	-5	8	-2
O=C(O)c1cc(-c2cccc([N+](=O)[O-])c2)nc2ccccc12	2	-3	-3	19	-8	-5	22	-11
c1ccc(COc2ccccc2CNCc2cccnc2)cc1	2	-7	-3	-4	2	8	13	-15
CCOC(=O)C1CCN(S(=O)(=O)c2ccc(OC)c(Cl)c2)CC1	0	10	-10	-26	-8	-2	6	1
CCn1c(SCC(=O)Nc2sc3c(c2C(N)=O)CCC(C)C3)nnc1-c1ccco1 (stereo not drawn)	2	7	1	7	-4	-7	-36	11
COc1ccc([C@H]2[C@@H]3C=CCC[C@@]3(C)C(=O)N2Cc2ccccc2)cc1Cl	2	8	4	-15	-2	-9	-1	22
O=C(c1ccc(F)cc1F)N1CCN(c2ccccn2)CC1	1	-7	0	12	-1	2	3	3
O=C(NC1CCSc2ccccc21)c1cc([N+](=O)[O-])ccc1N1CCOCC1 (stereo not drawn)	-1	-15	-3	6	-4	6	7	-4
CC(NC(=O)COC(=O)c1ccc2ccccc2n1)C1CC2CCC1C2 (stereo not drawn)	14	-5	8	-3	1	4	9	5
CC(C)CCNC(=O)COc1ccc(C(=O)c2ccccc2)cc1	1	-8	0	6	-8	12	7	7
CN(C)CCNC(=O)C1CCN(S(=O)(=O)c2ccc3ccccc3c2)CC1	4	-4	2	3	-4	-9	8	14
O=C1CCC(=O)N1c1ccc(S(=O)(=O)Nc2ccc(Br)cc2)cc1	2	-5	4	-17	-3	7	11	5
CCOc1ccc(CCNC(=O)c2nccnc2C(=O)O)cc1OCC	-1	-6	2	-1	-6	-26	10	-2
CN1C(=O)C(C)(C)c2cc(S(=O)(=O)NCC(=O)NCc3ccccc3)ccc21	3	-5	7	-6	1	-19	8	-3
CCc1ccccc1NC(=O)/C(C#N)=C/c1ccc(Sc2ccccc2)o1	-34	4	13	14	-15	-24	-17	23
O=C(/C=C/c1ccco1)OCC(=O)c1cccc([N+](=O)[O-])c1	0	2	-3	-11	-6	-12	12	7
Cc1ccc(NC(=O)NNC(=O)COc2ccc(Cl)cc2)cc1	1	1	-10	-3	-3	-9	24	-15
CCCCOc1ccc(N(CC(=O)NCC2CCCO2)C(=O)CCC(=O)Nc2cc(C)ccn2)cc1 (stereo not drawn)	2	-2	-7	3	-3	-10	3	27
CCOc1cc(/C=C2\CCCC(C(=O)C(F)(F)F)=C2O)ccc1O	-26	-7	3	-40	0	17	3	5
COc1ccccc1CN1CC(C(=O)NCc2cccc(Cl)c2)CCC1=O (stereo not drawn)	1	2	-12	-6	3	-28	6	4
Cc1noc(C)c1COC(=O)c1cc2c(C)nn(-c3ccc(F)cc3)c2s1	0	2	8	10	10	-3	-72	-1
O=C(NCCCn1ccnc1)c1ccc(F)cc1	1	-4	6	-12	-7	8	11	-8
C/C(=N\Nc1ccc(S(N)(=O)=O)cc1[N+](=O)[O-])c1ccc2c(c1)OCO2	1	-4	x	3	x	x	47*	x
COC(=O)C1=C(C)N(CCCC(=O)O)C(=O)NC1c1cccc(OC)c1 (stereo not drawn)	2	-3	-2	-16	-1	-11	10	2
Cc1nc(CSc2ccc(Cl)cc2)cc(N2CCOCC2)n1	0	-4	2	-9	-5	5	12	-1
COc1cccc(NC(C)(C)c2nnnn2-c2c(C)cccc2C)c1	-1	-2	6	-12	-4	-24	27	-21
NSc1nc(N)c2nc(-c3ccccc3)c(-c3ccccc3)nc2n1	-38	22	1	25	-15	3	-352	33

Single records (already shown). Order of screens: SENP1 inh | HKDC1 inhibitor | SENP7 inh | PfGluPho inh | SENP8 block-1 | SENP6 block | SENP8 block-2 | Apaf1 inhib
Cc1ccc(-n2cc(S(=O)(=O)c3ccc(C)cc3)[nH]c2=O)cc1 reads 1 | 7 | 1 | -17 | 4 | 17 | 9 | 0
Cc1ccc(-c2cc(C(=O)N3CCc4ccccc4C3)no2)cc1 reads -3 | 5 | -2 | -6 | -7 | -5 | 8 | -2
CCc1ccccc1NC(=O)/C(C#N)=C/c1ccc(Sc2ccccc2)o1 reads -34 | 4 | 13 | 14 | -15 | -24 | -17 | 23
O=C(/C=C/c1ccco1)OCC(=O)c1cccc([N+](=O)[O-])c1 reads 0 | 2 | -3 | -11 | -6 | -12 | 12 | 7
